MC4R antag cAMP: human MC4R antagonism in cAMP assay; MC4R-expressing cells, MTII-stimulated cAMP, LANCE TR-FRET; inhibition, % at 6.5 µM; 0.48% of 360,000 active; AID 540295;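 active means inhibition above its plate's cutoff, the mean of tested wells on that plate plus 3 SD, cut at about 29% in these data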;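 further: 0% = Melanotan II alone and 100% = Melanotan II plus saturating MCL0020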
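Assay system: human MC4R-expressing U2OS cells; reagent: Melanotan II stimulation of cells; dosing: 6.5 µM single dose; timing: compound 30 min, challenge 1 h, detection 1 h; signal: TR-FRET cAMP assay; replicates: one well per compound, no replicates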
MC4R barr agon: agonists of human melanocortin 4 receptor (MC4R) beta-arrestin. 0.98% of 360,000 active. U2OS MC4R beta-arrestin complementation, luminescence; percent of melanotan II response, DMSO zero. activation, % at 8.9 µM. P32245;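 active means activation above a per-plate cutoff, the mean activation of sample wells on that plate plus 3 SD, cut at about 8% in these data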
N-glyco inh: blocks N-linked glycosylation in D54 reporter cells | D54 ERlucT glycosylation luciferase reporter, 24 h; percent of 100 nM tunicamycin response | reporter increase, % at 12.5 µM | 0.23% of 360,000 active | AID 588692;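 active means mean luciferase reporter signal, scaled so untreated is 0 and the glycosylation-blocking control 100, at or above a set limit in every replicate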;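 further: luciferase carries N-glycosylation sites so blocking glycosylation raises the light; 0% = median of neutral control wells and 100% = median of 100 nM tunicamycin wells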
aDG glyco act: increases alpha dystroglycan glycosylation; Pro5-aDG cells, alpha-DG glycosylation AlphaScreen (IIH6); 0% Pro5, 100% B10-LARGE cell signal; AID 624168; 0.22% of 360,000 active; activation, % at 10 µM;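 active means activation of at least 8% versus controls, or a plate z-score of at least 8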;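 further: Pro5 are CHO cells carrying HIG-tagged alpha-DG that lacks glycosylation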
CaV13 FRET inh: Disruptors of the CACNA1D IQ motif to Ca2+-dependent inactivation inhibitor domain association, primary screening, Förster resonance energy transfer in intact living …; HEK cells, CFP/YFP FRET ICDI-IQ, plate reader, 10 min; percent FRET-ratio fall versus neutral wells; inhibition, % at 12.3 µM; 0.098% of 340,000 active; AID 743397;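 active means mean replicate inhibition of at least 30% and at least 1% of replicates passing that level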;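 further: 0% = median of the neutral control wells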
ABCB6 inh 2: blocks the human ABCB6 transporter. Q9NP58. K562-ABCB6 porphyrin accumulation, flow cytometry, 1 h; active compounds read low. fluorescence ratio to DMSO, % at 10 µM. 0.19% of 360,000 active;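 active means fluorescence ratio to DMSO below 75%, the collection mean minus 3 SD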;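 further: signal is porphyrin accumulated inside mitochondria; 100% equals median channel fluorescence of DMSO control wells; lower ratio means ABCB6 inhibition with less porphyrin fluorescence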
PDI turbidity: PDI (human) enzyme inhibition | PDI insulin aggregation turbidity, A650, 90 min | 0.052% of 350,000 active | inhibition, % at 10 µM | AID 588391;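 active means mean inhibition across replicates of 30% or more, whatever share of single replicates reach that level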;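 further: absorbance from insulin aggregation driven by PDI reduction with DTT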
Target sequence (P07237 whole entry, looked up): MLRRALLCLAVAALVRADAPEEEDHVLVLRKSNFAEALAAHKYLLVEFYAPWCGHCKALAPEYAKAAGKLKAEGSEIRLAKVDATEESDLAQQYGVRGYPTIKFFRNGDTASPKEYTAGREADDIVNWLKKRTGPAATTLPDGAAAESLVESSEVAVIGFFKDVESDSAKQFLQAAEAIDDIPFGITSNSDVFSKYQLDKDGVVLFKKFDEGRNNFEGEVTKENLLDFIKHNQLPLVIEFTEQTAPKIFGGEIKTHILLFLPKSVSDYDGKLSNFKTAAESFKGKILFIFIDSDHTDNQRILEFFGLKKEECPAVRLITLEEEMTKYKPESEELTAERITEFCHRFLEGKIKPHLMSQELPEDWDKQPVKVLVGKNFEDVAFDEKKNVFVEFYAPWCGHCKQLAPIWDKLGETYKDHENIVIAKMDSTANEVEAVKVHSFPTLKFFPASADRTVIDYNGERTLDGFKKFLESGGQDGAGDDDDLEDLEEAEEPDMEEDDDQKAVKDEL
m5-HT2A agonist: mouse HTR2A agonism via beta-arrestin recruitment | P35363 | activation, % at 7.6 µM | CHO-K1 mHTR2A beta-arrestin complementation, luminescence; percent of 30 µM serotonin response | 0.66% of 360,000 active;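 active means activation above a run cutoff, the mean activation of all tested compounds plus 3 SD, cut at about 14% in these data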;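 further: 0% = plate median of compound wells and 100% = 30 µM serotonin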
Target sequence (P35363 whole entry, looked up): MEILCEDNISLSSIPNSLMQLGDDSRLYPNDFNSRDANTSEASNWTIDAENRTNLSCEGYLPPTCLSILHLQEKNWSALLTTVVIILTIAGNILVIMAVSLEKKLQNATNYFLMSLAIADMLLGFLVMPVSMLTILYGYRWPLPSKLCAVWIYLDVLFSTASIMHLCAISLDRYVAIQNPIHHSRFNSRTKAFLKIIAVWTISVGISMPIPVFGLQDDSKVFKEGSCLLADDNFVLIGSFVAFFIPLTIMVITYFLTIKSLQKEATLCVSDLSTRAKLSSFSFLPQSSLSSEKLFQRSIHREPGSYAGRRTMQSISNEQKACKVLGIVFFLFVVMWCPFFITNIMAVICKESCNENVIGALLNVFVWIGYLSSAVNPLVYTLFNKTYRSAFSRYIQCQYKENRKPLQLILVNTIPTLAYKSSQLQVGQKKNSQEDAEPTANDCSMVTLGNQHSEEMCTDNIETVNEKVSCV
Cardio protect: modulators protecting cardiomyocytes from myocardial damage; protection from H2O2 cell death, % at 20 µM; 0.63% of 360,000 active; H9c2 cardiomyocytes, H2O2 injury protection, ATPLite, 2 h;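 active means compounds giving at least 50% protection of heart cells from peroxide-induced death in the single-dose screen, raw or plate-pattern-corrected value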;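 further: 0% = DMSO wells with peroxide and 100% = DMSO wells without peroxide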
Vif imaging: HIV Vif inhibition | HEK293T cells, Vif self-association by quenched fluorescence, imaging, 24 h | inhibition, % at 7.49 µM | 0.35% of 340,000 active; in the data active means inhibition above about 50%, passing the limit was not always enough; further: some results filed as inactive read as strong as hits
Active calls of the source: *; . = no result given.

Preview:
Below each compound: MC4R antag cAMP	MC4R barr agon	N-glyco inh	aDG glyco act	CaV13 FRET inh	ABCB6 inh 2	PDI turbidity	m5-HT2A agonist	Cardio protect	Vif imaging
COCCCn1c(=O)c2sccc2n2c(CCCC(=O)NCC3CCCO3)nnc12 (stereo not drawn)
    1	-1.1	2	-0.1	-16	95	-4	-4	5	4
CCn1c(SCC(=O)Nc2cccc(F)c2)nnc1-c1cc2cc(Br)ccc2o1
    1	15*	1	0.2	0	92	-2	1	-14	-4

The list itself, previewed entries included:
Below each compound: MC4R antag cAMP	MC4R barr agon	N-glyco inh	aDG glyco act	CaV13 FRET inh	ABCB6 inh 2	PDI turbidity	m5-HT2A agonist	Cardio protect	Vif imaging
COCCCn1c(=O)c2sccc2n2c(CCCC(=O)NCC3CCCO3)nnc12 (stereo not drawn)
    1	-1.1	2	-0.1	-16	95	-4	-4	5	4
CCn1c(SCC(=O)Nc2cccc(F)c2)nnc1-c1cc2cc(Br)ccc2o1
    1	15*	1	0.2	0	92	-2	1	-14	-4
Cc1cccc(Nc2nc(N3CCN(C)CC3)nc(N)c2[N+](=O)[O-])c1
    -2	-0.7	10	-0.5	-5	97	-7	-7	23	2
CCOc1ccc(CCNC(=O)COC(=O)C2CC2)cc1OCC
    0	-0.4	0	-0.2	-4	99	3	5	2	-4
CCC(C(=O)NC1CCCCC1)N(C(=O)c1snc(C(N)=O)c1N)c1ccc(OC)cc1OC (stereo not drawn)
    2	-0.4	0	0.1	-4	101	9	-2	3	1
O=C(Nn1c(C2CCC2)nc2ccccc2c1=O)C1CCC1
    -2	-2.0	2	-0.2	-5	98	-3	0	0	-1
COC(=O)[C@H]1C[C@H](O)CN1S(=O)(=O)c1ccc(Br)cc1F
    3	0.1	2	0.3	-7	103	2	-1	15	-4
CCOC(=O)c1nc2sc3c(c2c(=O)[nH]1)CCCC3
    3	-2.1	0	-0.3	.	108	8	-5	-5	1
Cc1cc(C(=O)N2CCCC(N3CCN(c4ccc(F)cc4)CC3)C2)c(C)o1 (stereo not drawn)
    2	1.1	0	-0.2	-4	93	-6	-3	-2	6
CCc1cc(=O)oc2cc(OC(=O)CN3C(=O)NC4(CCCC4)C3=O)ccc12
    -1	-2.1	-1	-0.1	-9	95	13	3	48	-3
CCN(CC)C(=O)c1ccc(Oc2ccc([N+](=O)[O-])cc2Cl)cc1
    17	1.1	-2	0.2	-6	98	-1	-3	-12	-5
Cc1cc(-c2nnc(SCC(=O)Nc3ccccc3Cl)n2C)no1
    -2	-1.3	4	-0.1	-4	96	-4	-2	6	-4
COc1cc(NC(=S)NCCc2c[nH]c3ccccc23)c(OC)cc1Cl
    4	0.8	1	-0.1	-20	104	-6	2	-3	3
O=C(COC(=O)CNS(=O)(=O)c1ccc(Cl)cc1)NC1CCCCC1
    15	-2.1	0	0.5	-1	87	-5	5	-4	5
CCOC(=O)N1CCN(c2c(N3CCN(c4ccc(OC)cc4)CC3)c(=O)c2=O)CC1
    -1	-0.7	0	0.0	-7	106	-6	1	5	1
O=C(CCN1CCN(c2ccccc2)CC1)N/N=C/c1ccc(O)c(O)c1O
    -7	0.0	3	-0.2	-2	101	2	15*	21	1
COc1ccc(C(=O)NCc2c(C)oc(C)c2C(=O)O)cc1
    -3	-0.5	3	0.0	-2	95	7	1	2	2
Oc1ccc(N=Nc2ccccc2-c2nn[nH]n2)c(O)c1
    5	-2.2	0	-0.1	-19	104	2	1	0	.
Cc1c(Cc2ccccc2)c(=O)oc2cc(OCC(=O)N3CCC(C(N)=O)CC3)ccc12
    3	-1.2	-2	-0.1	.	92	.	-6	-2	-2
COc1ccccc1CNC(=O)c1sccc1C
    5	-1.5	0	0.0	-5	95	12	-4	1	7
O=C(NC(=S)Nc1ccccc1)c1ccc(Br)o1
    16	-3.3	0	-0.2	-3	105	7	-4	-4	-13
Cc1c(NC(=O)c2ccc(S(=O)(=O)N(C)c3ccccc3)cc2)c(=O)n(-c2ccccc2)n1C
    0	-3.9	0	-0.1	-4	95	5	1	-4	0
CCc1cccc(C)c1NC(=O)CN(C)C1=NS(=O)(=O)c2ccccc21
    -3	-1.5	2	0.0	-6	94	-5	2	-4	1
COc1ccccc1N(CC(=O)N(C)Cc1ccccc1)S(=O)(=O)c1cccs1
    6	-1.7	-1	0.3	-2	98	-9	-5	-2	8
CC1(NC(=O)Cc2ccc(Cl)c(Cl)c2)CCS(=O)(=O)C1 (stereo not drawn)
    4	-1.4	1	-0.1	-3	97	3	-1	-2	.
O=C(NCc1cccnc1)c1cc(C2CCCCN2C(=O)c2ccc3ccccc3c2)on1 (stereo not drawn)
    15	-0.1	0	0.1	-9	87	-9	-4	-10	-7
Cc1ccc(NC(=O)Cn2c(CCC(=O)O)ccc2-c2cccs2)cc1Cl
    3	-0.7	0	-0.2	-5	99	-10	0	-14	3
Cc1cc(N2CCN(c3cccc(C(F)(F)F)c3)CC2)n2ncnc2n1
    9	-1.2	1	4.2	.	94	-5	2	-21	-19
C=CCc1cccc2cc(C(=O)N(C)C)c(=O)oc12
    3	0.2	0	-0.1	-7	95	-1	5	-6	-6
Cc1ccccc1C(=O)NNC(=O)c1cccc(Br)c1
    5	0.3	1	0.0	1	103	-2	7	-1	-1
C/C(CC1(O)/C(=N/O)CCc2nonc21)=N\O (stereo not drawn)
    -2	-0.4	3	-0.1	-4	95	2	0	-1	4
COc1c2c(cc3ccc(=O)oc13)CCO2
    -2	-1.3	-2	0.0	-2	100	0	21*	4	-3
Cc1nonc1C(=O)N/N=C/c1cc2c(cc1Br)OCO2
    -2	6.1	1	0.5	5	99	8	-3	-3	.
O=C(CSCCc1ccccn1)Nc1ccccn1
    9	0.0	1	0.0	.	103	-2	-6	-1	0
NC(=O)Cn1c(=O)oc2ccccc21
    8	-1.6	1	-0.1	-4	102	2	-6	6	-3
COc1ccc(S(=O)(=O)N2CCC(C(=O)NN3CCCCC3)CC2)cc1OC
    12	-1.9	3	-0.2	-14	99	-11	0	4	-3
CCn1cc(C(=O)N2CCN(c3ccc(OC)cc3)CC2)c(=O)c2cc(S(=O)(=O)N3CCCCC3)ccc21
    12	-3.0	2	-0.3	-8	95	16	0	-16	1
COC(=O)Nc1ccc(OCc2ccccc2)cc1
    -3	-1.1	-2	0.0	-7	98	12	-2	-5	-4
COc1ccc(CN(C)C[C@@H]2OCCCC[C@H](C)Oc3ccc(NC(=O)Nc4ccc(F)cc4)cc3C(=O)N([C@H](C)CO)C[C@H]2C)cc1
    8	-1.7	-8	-0.1	.	97	18	-6	6	0
COc1ccc(Cn2c(=O)sc3ccccc32)cc1OC
    8	-0.2	-5	2.4	-5	97	-9	8	-22	-7
CNc1nnc(SCC(=O)N2c3ccccc3NC(=O)CC2C)s1 (stereo not drawn)
    -2	0.2	3	0.1	-3	84	7	5	6	5
O=C(COC(=O)CNC(=O)c1ccc(Cl)c([N+](=O)[O-])c1)NCC1CCCO1 (stereo not drawn)
    12	-2.1	0	-0.2	-5	98	16	8	2	13
CC(C)CC1(C(=O)NCCN2CCOCC2)C=CCN1C(=O)c1ccccc1 (stereo not drawn)
    5	0.5	5	0.2	-10	98	-7	1	13	2
COc1ccc(C(=O)NC(CC(C)C)C(=O)O)cc1 (stereo not drawn)
    10	1.0	4	0.1	-11	104	-3	-2	2	1
CCNc1nc2c(c(=O)n(C)c(=O)n2C)n1CCCc1ccccc1
    15	1.5	-1	0.2	-3	96	-1	0	-8	-15
Cc1ccc(/C=C/C(=O)Nc2nccs2)o1
    -8	-0.4	1	0.4	-5	98	7	1	-3	-8
O=C1C2C(c3ccccc3)(C(=O)N1c1ccc(Cl)cc1)C2(c1ccccc1)c1ccccc1 (stereo not drawn)
    38*	0.7	-4	-0.1	20	98	-5	7	2	-15
CCC(OC(=O)c1ccco1)C(=O)NC1CCCC1 (stereo not drawn)
    1	-2.4	3	-0.2	-2	161	2	4	3	10
S=c1[nH]nc(Cc2noc3ccccc23)n1-c1ccccc1
    10	-1.1	2	0.2	-16	95	13	7	-1	2
CCc1nc2c(OCCC3CCCCC3)cccn2c1N(C)C(=O)c1ccc(OC)cc1
    12	-2.8	1	0.5	-6	92	-7	-8	1	1

New compounds follow.
Below each compound: MC4R antag cAMP	MC4R barr agon	N-glyco inh	aDG glyco act	CaV13 FRET inh	ABCB6 inh 2	PDI turbidity	m5-HT2A agonist	Cardio protect	Vif imaging
CCOc1cc(/C=N/NC(=O)CSc2nncn2C)ccc1OCC(N)=O
    2	-0.7	1	0.0	-4	96	-8	9	4	11
COc1ccc(CCC(C)Nc2ccc(F)cc2)cc1 (stereo not drawn)
    5	1.8	-1	0.1	-7	98	4	4	-6	.
O=C(CCNS(=O)(=O)c1ccc2[nH]c(=O)oc2c1)Nc1ccccc1
    8	0.1	1	-0.9	.	98	-3	0	7	8
COc1ccccc1OCC(=O)N/N=C1/SCC(=O)N1Cc1ccccc1
    0	-2.9	1	-0.3	.	97	-1	-5	9	-3
CC(=O)c1cccc(NC(=O)COC(=O)COc2ccccc2C)c1
    7	1.0	-1	-0.4	2	109	17	-1	7	.
Cc1ccc(C)c2nc3sc(C(=O)N4CCCc5ccccc54)c(N)c3cc12
    -5	-0.4	2	0.3	-5	639	2	0	7	5
O=C(NCc1ccc(Cl)cc1)c1ccc(N2CCCC2=O)cc1
    16	-1.5	-1	0.1	7	98	2	-2	-11	-15

Screening data deposited in PubChem BioAssay by several laboratories.
